Screening results from PubChem.
FXIIa mix inh – factor XIIa (human) inhibition, mixture screen; P00748; purified FXIIa, fluorogenic substrate, pooled mixtures; inhibition, % at 5 µM; 62,000 compounds, 0.2% hits;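 note: 0% = enzyme without compound and 100% = no enzyme blank; some results filed as inactive read as strong as hits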
CatL block – inhibitors of human cathepsin L. AID 460. inhibition, %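 (tested at 10 µM)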. purified cathepsin L, fluorogenic substrate, fluorescence. P07711. 58,000 compounds, 0.17% hits; in the data active = inhibition above about 45%;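 note: 0% = enzyme with no compound and 100% = no enzyme blank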
Target sequence (P07711 114-288 limits assumed): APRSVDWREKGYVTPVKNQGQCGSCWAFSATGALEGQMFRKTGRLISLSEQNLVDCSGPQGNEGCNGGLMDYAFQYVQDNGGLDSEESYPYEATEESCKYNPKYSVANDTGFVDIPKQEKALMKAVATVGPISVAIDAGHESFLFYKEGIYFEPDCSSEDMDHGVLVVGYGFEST
Target sequence (P07711 292-333 limits assumed): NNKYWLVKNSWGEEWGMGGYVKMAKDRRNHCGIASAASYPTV
PKA kinase inh – inhibitors of human protein kinase A; AID 524; 65,000 compounds, 0.1% hits; P17612; inhibition, % at 6 µM; PKA Kemptide phosphorylation, Kinase-Glo ATP luminescence;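 active = inhibition above the screen-wide mean inhibition plus 3 SD, cut at about 21% in these data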; note: many of its hits are not listed in these tables
FXIa mix inh – inhibitors of human coagulation factor XIa, pooled mixtures; P03951; purified FXIa, fluorogenic substrate; inhibition, % at 5 µM; 62,000 compounds, 0.19% hits; AID 680;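 note: each value is inhibition by a whole ten-compound pool holding the compound; 0% = enzyme with no mixture and 100% = wells lacking enzyme; strong numbers were not always called active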
CatS block – human cathepsin S inhibition; 62,000 compounds, 0.06% hits; recombinant cathepsin S, AMC dipeptide fluorescence, pooled mixtures; inhibition, %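 (tested at 5 µM per compound within 10-compound mixtures)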; P25774; in the data active = inhibition above about 32%, passing the limit was not always enough; inconclusive = no clear call, values can overlap the other calls;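 note: 0% = enzyme without compound and 100% = blank without enzyme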
Target sequence (P25774 115-331 limits assumed): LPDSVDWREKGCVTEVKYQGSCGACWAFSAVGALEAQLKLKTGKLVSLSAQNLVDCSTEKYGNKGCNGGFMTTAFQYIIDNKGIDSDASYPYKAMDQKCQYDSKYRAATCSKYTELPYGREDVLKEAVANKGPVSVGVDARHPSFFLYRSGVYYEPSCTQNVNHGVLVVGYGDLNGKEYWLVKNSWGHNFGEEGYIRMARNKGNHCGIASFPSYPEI
C1s block – blocks human complement C1s protease activity; purified C1s, fluorogenic AMC substrate, pooled mixtures; mean inhibition % of two 10-compound mixtures (active compounds read high), % at 5 µM (by protocol); AID 538; 62,000 compounds, 0.16% hits;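 active = inhibition above 20% in each of the two 10-compound mixture wells holding the compound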;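 note: 0% = enzyme wells lacking compound mixture and 100% = no-enzyme blank wells; some compounds called inactive have numbers as strong as hits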
ROCK2 inh – ROCK2 (human) kinase inhibition. O75116. purified ROCK2, Kinase-Glo ATP depletion luminescence. inhibition, % at 6 µM. 60,000 compounds, 0.35% hits;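 active = inhibition above the screen-wide mean inhibition plus 3 SD, cut at about 18% in these data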;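 note: plate controls were DMSO wells for no effect and Y-27632 control wells after no-enzyme background subtraction for full effect; many of its hits are not listed in these tables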
CatG inh – cathepsin G (human) inhibition; purified enzyme, AMC-tetrapeptide fluorescence, pooled mixtures; P08311; inhibition, % at 5 µM (by protocol); 62,000 compounds, 0.2% hits;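 active = inhibition above 20% in each of the two mixture wells holding the compound; inactive = inhibition of 20% or less in either well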;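 note: 0% = enzyme control without mixture and 100% = blank lacking enzyme; strong numbers were not always called active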
JNK3 blocker – inhibitors of human JNK3 kinase. P53779. purified JNK3 kinase activity, HTS. inhibition, % at 8 µM. 60,000 compounds, 0.61% hits; in the data active = inhibition above about 17%;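 note: 0% = DMSO and 100% = reference inhibitor; many of its hits are not listed in these tables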
Target sequence (P53779 whole entry, looked up): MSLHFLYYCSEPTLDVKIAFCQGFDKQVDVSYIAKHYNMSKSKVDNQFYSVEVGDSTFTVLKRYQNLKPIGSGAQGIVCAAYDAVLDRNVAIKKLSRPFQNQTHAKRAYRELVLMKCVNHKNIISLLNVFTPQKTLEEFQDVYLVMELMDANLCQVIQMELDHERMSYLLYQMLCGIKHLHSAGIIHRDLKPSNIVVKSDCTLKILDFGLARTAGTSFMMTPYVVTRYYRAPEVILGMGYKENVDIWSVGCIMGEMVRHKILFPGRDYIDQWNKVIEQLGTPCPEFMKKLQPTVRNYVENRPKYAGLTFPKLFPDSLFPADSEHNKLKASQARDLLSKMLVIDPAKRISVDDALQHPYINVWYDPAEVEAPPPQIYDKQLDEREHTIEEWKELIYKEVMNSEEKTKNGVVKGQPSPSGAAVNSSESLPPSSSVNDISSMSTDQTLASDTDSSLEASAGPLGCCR
* hit, by the source's call; u = inconclusive; x = not tested or not shown. Cut-off read from the data, not from the text of the source, unless noted: active = inhibition above about 20% (passing the limit was not always enough); inactive = the rest.

SMILES	FXIIa mix inh	CatL block	PKA kinase inh	FXIa mix inh	CatS block	C1s block	ROCK2 inh	CatG inh	JNK3 blocker
CCC(=NCc1ccco1)c1c(O)n(Cc2ccccc2)c(=O)[nH]c1=O	4	25	-4	6	15	13	1	8	-5
C=CCC1(CN2CCCCCC2=O)C(=O)NC(=O)NC1=O	x	12	5	x	x	x	7	x	2
O=c1cccc2n1CC1CC2CN(Cc2c(Cl)cccc2Cl)C1 (stereo not given)	4	14	2	5	18	11	2	12	-9
Cc1ccccc1CS(=O)(=O)Cc1ccc(C(=O)N2CCC3(CC2)OCCO3)o1	11	12	12	1	2	-22	4	21	3
NC12CN3CN(CN(C3)C1)C2 (tested in a mixture with another compound)	4	15	4	-2	3	2	8	7	0
COC(=O)N(c1ccc(OC)cc1)P1(=S)OCCC(C)O1 (stereo not given)	9	2	2	5	-1	-1	4	0	1
ClC1=CCC2CN(CCN3CCCCC3)CC2C1 (stereo not given)	-17	10	6	-2	0	-4	5	6	-5
CCCCCCn1c(O)c(C(C)=NC)c(=O)[nH]c1=O	x	21	4	x	x	x	1	x	0
CCOC(=O)c1cc2c(cn1)[nH]c1ccccc12	3	-21	-12	2	-1	11	-9	12	-7
C[C@@]1(CO)[C@H](O)CC[C@@]2(C)[C@H]1CC[C@H]1C[C@@H]3C[C@@]12CC[C@]3(O)CO	31	6	-4	4	0	12	0	12	-1
CCC(COC(=O)c1cc(OC)c(OC)c(OC)c1)(c1ccccc1)N(C)C (stereo not given)	-1	-1	-6	-2	7	3	-3	1	-2
CCOC(=O)c1c(C)c(C(=O)N2CCC3(CC2)OCCO3)c(C)n1CC	-9	2	-3	11	1	-25	-4	-1	5
CCCn1ncc(C(=O)O)c1C	2	7	6	-4	-5	-5	7	6	-1
O=P(O)(O)C12CC3CC(CC(C3)C1)C2	7	-6	12	-8	-12	-66	2	-8	3
CCOC(=O)c1c(N)n(Cc2ccccc2)c2nc3ccccc3nc12	10	-93	-6	-10	-9	-65	-1	-14	0
CCN1CC=C(c2c[nH]c3ccccc23)CC1	6	6	0	8	1	11	4	8	-12
CC1(O)C[C@]2(C)N(O)C3CCCC[C@@H]3N2O1 (stereo not given in full)	-2	4	-1	6	-6	14	0	11	-3
O=C(Cn1ncc2ccsc2c1=O)N1CCC2(CC1)OCCO2	-3	x	2	7	9	-1	0	1	0
COc1ccc(OC)c(-n2c(O)c(C=NCc3ccc4c(c3)OCO4)c(=O)[nH]c2=O)c1	5	9	3	1	-2	1	-3	9	3
COC(=O)C1C2c3ccccc3OC1(C)N=c1s/c(=C/c3cn(C)nc3C)c(=O)n12 (stereo not given)	2	-5	7	6	-3	19	5	12	-2
COC(=O)N(c1ccccc1)P1(=S)OCCO1	-10	10	8	-1	-5	-7	6	-3	-2
CCCCn1c(O)c(C=NCCN2CCCCC2)c(=O)[nH]c1=O	x	6	-1	x	x	x	-10	x	8
CCN1CCN(C(=O)Cc2coc3cc(C)cc(C)c23)CC1	-15	17	4	4	9	-8	5	9	-1
O=C(Cn1cc(C(=O)c2ccccc2)c2ccccc21)NCc1ccco1	3	1	9	-1	18	-11	8	-2	1
CC(=NCc1ccco1)c1c(O)n(C)c(=O)n(C)c1=O	9	6	2	1	-8	-16	3	-6	-2
O=C(Cc1cccs1)N1CCC2(CC1)OCCO2	10	17	-2	-2	4	-51	-2	-8	-2
CCCCCCN=C(CC)c1c(O)n(CCCC)c(=O)[nH]c1=O	-3	6	4	2	10	-1	2	12	-4
CC(C)Oc1ccc(Cc2c(O)[nH]c(=O)[nH]c2=O)cc1	14	6	2	-21	-24	-160	7	-10	-4
CCC1(c2ccccc2)C(=O)N(COC)C(=O)N(COC)C1=O	11	-1	11	4	-5	-2	5	10	-1
CCOC(=O)c1ccc(NC(=O)c2c(O)[nH]c(=O)[nH]c2=O)cc1	-13	-14	-1	6	-9	12	0	7	-1
O=C(O)C1(c2ccc(Cl)cc2)CCC1	8	3	-3	34	6	-12	x	17	x
CCOC(=O)CC1=C(C(=O)OCC)C2(C(=O)Nc3ccccc32)C(C#N)=C(N)O1 (stereo not given)	2	x	8	1	12	8	x	3	x
OC(CNC1CCCCC1)c1ccccc1 (stereo not given)	-5	6	11	8	-7	0	6	0	3
c1ccc2cc(CC3=NCCN3)ccc2c1	11	x	x	7	-4	11	x	8	x
c1cc2n(c1)-c1c(ccc3c1OCO3)CNC2c1ccc2c(c1)OCO2 (stereo not given)	2	6	-5	2	2	4	-1	9	7
CC(=O)CC(C)(C)n1c[n+](C)nn1	x	13	2	x	x	x	8	x	-1
CN(C)c1cc(N)c2c(n1)CCC2 (tested in a mixture with another compound)	5	7	9	5	12	0	3	-15	0
O=C(Cn1cnc2ccccc2c1=O)NCC(=O)N1CCC2(CC1)OCCO2	-8	-8	7	6	-1	-1	5	8	1
CCN(CC)c1ccc(N=Cc2c(O)n(-c3ccccc3C)c(=O)[nH]c2=O)cc1	3	-15	6	4	3	3	2	2	-7
CCOC(=O)C1C(=O)NC23CCCC2C1c1ccccc1O3 (stereo not given)	2	0	0	-2	-4	4	1	6	4
CCCCn1c(O)c(C(C)=NC(C)c2ccccc2)c(=O)[nH]c1=O (stereo not given)	3	-1	0	-21	-19	-100	2	-9	-5
CCCCn1c(=O)c(C(=O)Nc2nc3ccccc3[nH]2)c(O)c2ccccc21	14	-11	7	-10	-4	-57	3	1	-3
COc1ccc(CN2C(=O)CC(=O)NC2=O)cc1	2	9	0	8	5	-2	3	11	4
COc1ccccc1N=Cc1c(O)n(C)c(=O)n(C)c1=O	11	4	7	-3	5	2	4	5	2
COC(=O)c1ccc(COc2cc(C)cc3oc(=O)c4c(c23)CCCC4)o1	-12	x	-3	3	-3	11	3	8	-4
O=C(O)C1CN2CCC1CC2 (stereo not given)	7	0	-5	8	24	-2	-6	1	-6
CC1CN=C(Nc2cccc3ccccc23)S1 (stereo not given)	0	23	1	30	8	35*	-2	30	-3
C1=C(c2c[nH]c3ccccc23)CCNC1	6	11	21*	8	-1	0	28*	-5	-3
CCOC(=O)C1(c2ccccc2)CCN(Cc2cccc(C(=O)O)c2)CC1	-25	24	9	1	19	-6	-1	-1	-4
CCOC(=O)N(CC)c1ccc(C(O)(C(=O)OCC)C(F)(F)F)cc1 (stereo not given)	-6	-2	4	0	5	-17	-3	-14	3
Cc1ccc(S(=O)(=O)Cc2ccc(C(=O)N3CCC4(CC3)OCCO4)o2)cc1	2	5	-4	4	u	-9	1	-7	-2
COc1ccc(CCN(C)Cc2c(F)cccc2F)cc1OC	-10	4	12	3	15	6	6	0	1
CC(=O)c1c(O)n(C)c(=S)n(-c2ccccc2)c1=O	3	-1	4	0	53	-52	7	0	1
O=C1NC(=O)C2(Cc3ccccc3N3CCCC32)C(=O)N1Cc1ccccc1 (stereo not given)	4	11	3	11	6	6	0	3	-1
COC(=O)c1c(C)n(Cc2ccc3c(c2)OCO3)c2ccc(O)cc12	9	-2	1	1	-3	3	2	11	-1
CCC(=O)N1CC(=O)Nc2ccc(F)cc2C1c1ccccc1 (stereo not given)	3	9	9	3	7	-54	5	-10	7
CCCCn1c(O)c(C(C)=Nc2c(C)n(C)n(-c3ccccc3)c2=O)c(=O)[nH]c1=O	26	-4	-13	10	1	20	-12	10	-4
Fc1ccc(N2CCN(Cc3ccc4c(c3)OCO4)CC2)cc1	6	-7	-6	5	-6	-3	-7	0	1
CC(c1ccccc1F)n1cc(C(=O)Nc2ccc3nc[nH]c3c2)nn1 (stereo not given)	9	-6	9	-2	1	22	x	10	x
CC(=O)c1c(C)n(CCCOC(C)C)c2ccc(O)cc12	6	13	-1	4	16	-7	2	11	6

Compound profiles (already shown). Screens in order: FXIIa mix inh	CatL block	PKA kinase inh	FXIa mix inh	CatS block	C1s block	ROCK2 inh	CatG inh	JNK3 blocker
CCC(=O)N1CC(=O)Nc2ccc(F)cc2C1c1ccccc1 (stereo not given) is listed with 3	9	9	3	7	-54	5	-10	7
CCCCn1c(O)c(C(C)=Nc2c(C)n(C)n(-c3ccccc3)c2=O)c(=O)[nH]c1=O is listed with 26	-4	-13	10	1	20	-12	10	-4
CCOC(=O)N(CC)c1ccc(C(O)(C(=O)OCC)C(F)(F)F)cc1 (stereo not given) is listed with -6	-2	4	0	5	-17	-3	-14	3
Fc1ccc(N2CCN(Cc3ccc4c(c3)OCO4)CC2)cc1 is listed with 6	-7	-6	5	-6	-3	-7	0	1
CC(=O)c1c(O)n(C)c(=S)n(-c2ccccc2)c1=O is listed with 3	-1	4	0	53	-52	7	0	1

Continued.
SMILES	FXIIa mix inh	CatL block	PKA kinase inh	FXIa mix inh	CatS block	C1s block	ROCK2 inh	CatG inh	JNK3 blocker
CCOc1ccc(-n2c(O)c(C=Nc3ccc(N(CC)CC)cc3)c(=O)[nH]c2=O)cc1	-18	-17	4	12	6	23	4	20	-11
CN(C)CCOC(=O)c1cn(Cc2ccccc2)c2ccccc12	13	-7	3	-1	-17	-46	-10	2	-4
COCCOC(=O)c1c(N)n(Cc2ccccc2)c2nc3ccccc3nc12	4	-79	0	0	6	-85	2	-1	6
COc1ccc(CCNC(=O)c2c(N)n(CCN3CCOCC3)c3nc4ccccc4nc23)cc1	-16	-71	0	-3	8	-33	-1	-12	-10
Cc1cc(CN(C)C)c(OC(=O)N(C)C)cc1C	-18	3	5	10	-18	9	-1	8	0
CCOCC(=O)NC1CCSC1=O (stereo not given)	10	9	-4	9	11	-6	-3	11	-3
c1ccc(C2CC3CC(c4ccco4)N2O3)cc1 (stereo not given)	3	-5	3	4	-3	-4	6	-4	-5
CCOC(=O)CCN=Cc1c(O)n(-c2ccc(Br)cc2)c(=O)[nH]c1=O	2	-3	6	3	12	-3	4	-9	-3
O=C(COc1ccccc1)N1CCN(C/C=C/c2ccccc2)CC1	2	-6	8	3	-4	-12	2	-3	3
CN(C)C(=O)CSc1nnc([C@@H](N)Cc2ccccc2)o1	0	103*	5	-5	9	0	2	11	-2
Cn1c(O)c(/C=N/c2ccccn2)c(=O)n(C)c1=O	4	x	3	5	-2	-14	x	-8	x
COC(=O)c1ccccc1OP1(=O)COc2ccccc2OC1	3	23	-1	3	0	17	2	13	5

Gathered by group, those above containing fluorine.
SMILES	FXIIa mix inh	CatL block	PKA kinase inh	FXIa mix inh	CatS block	C1s block	ROCK2 inh	CatG inh	JNK3 blocker
CCOC(=O)N(CC)c1ccc(C(O)(C(=O)OCC)C(F)(F)F)cc1 (stereo not given)	-6	-2	4	0	5	-17	-3	-14	3
COc1ccc(CCN(C)Cc2c(F)cccc2F)cc1OC	-10	4	12	3	15	6	6	0	1
CCC(=O)N1CC(=O)Nc2ccc(F)cc2C1c1ccccc1 (stereo not given)	3	9	9	3	7	-54	5	-10	7
Fc1ccc(N2CCN(Cc3ccc4c(c3)OCO4)CC2)cc1	6	-7	-6	5	-6	-3	-7	0	1
CC(c1ccccc1F)n1cc(C(=O)Nc2ccc3nc[nH]c3c2)nn1 (stereo not given)	9	-6	9	-2	1	22	x	10	x

In the list so far, these contain a Cl atom.
SMILES	FXIIa mix inh	CatL block	PKA kinase inh	FXIa mix inh	CatS block	C1s block	ROCK2 inh	CatG inh	JNK3 blocker
O=c1cccc2n1CC1CC2CN(Cc2c(Cl)cccc2Cl)C1 (stereo not given)	4	14	2	5	18	11	2	12	-9
ClC1=CCC2CN(CCN3CCCCC3)CC2C1 (stereo not given)	-17	10	6	-2	0	-4	5	6	-5
O=C(O)C1(c2ccc(Cl)cc2)CCC1	8	3	-3	34	6	-12	x	17	x

Going on with the list.
SMILES	FXIIa mix inh	CatL block	PKA kinase inh	FXIa mix inh	CatS block	C1s block	ROCK2 inh	CatG inh	JNK3 blocker
O=P(c1ccccc1)(c1ccccc1)N1CCCCC1	x	4	-8	x	x	x	-2	x	-10
O=C1CC(=O)N(c2cccc(Cl)c2)C(=O)N1	6	21	4	-17	-3	-103	4	-4	4
O=c1[nH]c(=O)n(CCc2ccccc2)c(O)c1C=NCCCn1ccnc1	x	5	-2	x	x	x	-4	x	-1
C(=NC12CN3CN(CN(C3)C1)C2)c1cccnc1	9	7	9	0	-2	4	5	12	4

The list is partial. The share of hits here may be higher or lower than overall.
